ROC1-CUL1 inh: inhibitors of human ROC1-CUL1 ubiquitin ligase activity; inhibition, % at 10 µM; P62877+Q13616; 140,000 compounds, 0.6% hits; in vitro K48 di-Ub FRET, acceptor:donor ratio, 45 min; in the data active = inhibition above about 25%
Target sequence (P62877 whole entry, looked up): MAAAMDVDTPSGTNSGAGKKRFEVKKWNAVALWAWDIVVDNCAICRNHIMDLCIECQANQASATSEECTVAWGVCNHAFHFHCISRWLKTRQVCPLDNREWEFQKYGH
Target sequence (Q13616 whole entry, looked up): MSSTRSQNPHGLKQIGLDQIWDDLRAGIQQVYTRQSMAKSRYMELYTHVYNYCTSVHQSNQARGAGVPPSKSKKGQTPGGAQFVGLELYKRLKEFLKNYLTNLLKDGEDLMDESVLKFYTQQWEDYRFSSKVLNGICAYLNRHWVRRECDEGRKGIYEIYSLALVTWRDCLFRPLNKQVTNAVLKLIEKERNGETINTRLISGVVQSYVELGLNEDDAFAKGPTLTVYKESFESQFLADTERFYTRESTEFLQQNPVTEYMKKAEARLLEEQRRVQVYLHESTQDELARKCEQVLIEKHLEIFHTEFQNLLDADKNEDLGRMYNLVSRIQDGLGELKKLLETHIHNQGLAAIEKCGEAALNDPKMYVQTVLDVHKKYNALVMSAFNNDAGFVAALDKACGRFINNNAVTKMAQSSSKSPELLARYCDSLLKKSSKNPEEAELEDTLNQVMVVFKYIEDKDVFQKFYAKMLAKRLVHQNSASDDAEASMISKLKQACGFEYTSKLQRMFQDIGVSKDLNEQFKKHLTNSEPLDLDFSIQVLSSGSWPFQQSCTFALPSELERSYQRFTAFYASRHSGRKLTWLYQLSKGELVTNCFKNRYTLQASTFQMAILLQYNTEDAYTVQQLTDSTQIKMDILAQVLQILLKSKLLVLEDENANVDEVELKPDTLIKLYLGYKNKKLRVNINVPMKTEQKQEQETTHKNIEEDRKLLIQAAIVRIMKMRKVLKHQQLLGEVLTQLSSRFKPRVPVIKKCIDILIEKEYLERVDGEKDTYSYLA
The depositor's hits bear a star.

canonical_smiles | ROC1-CUL1 inh
O=C(O)C1CCCCC1C(=O)Nc1ccccc1C(=O)N1CCN(c2ccc(F)cc2)CC1 (configuration not stated) | 4
CN1C(=O)C(Cc2cn(CC(=O)NCC3CCCO3)c3ccccc23)=NC1=S (configuration not stated) | -8
Cc1ccc(-c2[nH]ncc2CN(C)CCC2CCCCO2)cc1C (configuration not stated) | 2
O=C(O)CC(Sc1c[nH]c2ccccc12)C(=O)O (configuration not stated) | -1
Cc1nnc(CN(C)Cc2nc(-c3cccc(Cl)c3)oc2C)o1 | -9
COCCCNC(=O)CN1C(=O)COc2ccc(S(=O)(=O)N3CCCC3)cc21 | -6
COc1ccc(Nc2cc(C(=O)NCCCN(C)c3ccccc3)c3ccccc3n2)c(OC)c1 | -2
COc1ccc(CNC(=O)c2cnc(N3CCCC3)nc2C)c(OC)c1 | 5
CC1=NN(C(N)=S)C(=O)C1N=Nc1ccccc1Cl (configuration not stated) | 6
COCCn1c(C(C)(C)C)cn2c3c(=O)n(C)c(=O)n(C)c3nc12 | -2
COc1ccc(CCC(=O)Nc2ccc(F)c(Cl)c2)cc1 | 6
COC(=O)C(Cc1ccc(O)cc1)N1C(=O)c2c(F)c(F)c(F)c(F)c2C1=O (configuration not stated) | 19
Clc1ccc(-c2oncc2-c2nnnn2-c2ccc(Cl)cc2)cc1 | -8
COC(=O)c1c(-c2ccc(C)c(C)c2)csc1NC(=O)COc1ccccc1 | -4
CCc1cccc(C)c1NC(=O)c1cccc(NC(=O)C(C)C)c1 | 0
COc1ccccc1CNC(=O)CS(=O)(=O)c1cccc2nsnc12 | 12
C=CCC(=O)N1CCC(C(=O)Nc2ccc(Oc3ccccc3F)cc2)CC1 | 1
COc1ccccc1Oc1ncccc1CNC(=O)Cc1[nH]nc2ccccc12 | -10
O=C(CSc1nc(-c2ccccc2)no1)N1CCN(c2ccccc2F)CC1 | 0
CC1(C(=O)Nc2ccc(NC(=O)C3(C)CCCC3)cc2)CCCC1 | 6
COc1ccc(CNC(=O)Cn2nc(C)c3nn(-c4ccc(Cl)cc4)c(C)c3c2=O)cc1 | -7
CCn1cc(CN2CCCC2C(=O)Nc2ccccc2Oc2cccnc2)c(C)n1 (configuration not stated) | 0
CCOC(=O)c1ccc(N2C(=O)c3[nH]nc(-c4ccc(OCC)cc4)c3C2c2cccs2)cc1 (configuration not stated) | -4
COc1ccc(Nc2cc(C)nc3c(C)ccc(N)c23)cc1 | -3
COc1cccc(Sc2ccccc2/C=N/NC(N)=O)c1 | 8
Cn1ccnc1C(=O)c1cccnc1 | 7
COc1ccccc1C(=O)Nc1cccc(OCc2cc(=O)n3c(C)csc3n2)c1 | 2
COC(=O)CN1C(=O)S/C(=C/c2ccc(OCc3ccccc3C#N)c(OC)c2)C1=O | 0
O=C(c1cnn2c1NC(c1ccccc1)CC2C(F)(F)F)N1CCCCC1 (configuration not stated) | 3
Cn1cc(-c2cc(C(=O)N3CCCC(C(F)(F)F)C3)c3ccccc3n2)cn1 (configuration not stated) | 8

The last 2 records of the section above come first, to join the parts.
canonical_smiles | ROC1-CUL1 inh
O=C(c1cnn2c1NC(c1ccccc1)CC2C(F)(F)F)N1CCCCC1 (configuration not stated) | 3
Cn1cc(-c2cc(C(=O)N3CCCC(C(F)(F)F)C3)c3ccccc3n2)cn1 (configuration not stated) | 8
CC1CC2(CCCCCC2)Nc2ccc(F)cc21 (configuration not stated) | 0
COc1ccccc1NC(=O)C1C(C)=Nc2c(C(=O)Nc3cccc(C)c3)cnn2C1c1ccccc1C (configuration not stated) | -9
CCS(=O)(=O)c1c(Nc2ccc(F)c(Cl)c2)sc(C(=O)c2ccccc2)c1N | 3
Cc1nn2c3c(nnc2c1-c1ccccc1)C(=O)CC(C)(C)C3 | 1
CCc1sc(NC(NC(=O)c2ccco2)(C(F)(F)F)C(F)(F)F)c(C#N)c1C | 2
COc1ccc(-c2cc(C(=O)Nc3c(C(=O)c4ccc(C)c(F)c4)oc4ccccc34)no2)cc1 | -1
COC(=O)c1c(-c2cccs2)csc1NC(=O)Cc1ccc(Br)cc1 | -9
O=C(O)CCC(=O)Nc1ccc(N2CCN(c3ccc(Cl)cc3)CC2)cc1 | 9
CC1=Nc2nc(SCc3ccccc3Cl)nn2C(c2ccncc2)C1C(=O)Nc1ccccc1 (configuration not stated) | -1
COc1cc(/C=C2\C(=O)NC(=S)N(c3cccc(F)c3)C2=O)cc(Cl)c1OC | -2
CSCC(=O)N(C)CC1CCCN(CCc2ccccc2C)C1 (configuration not stated) | 9
Cc1ccc(C(=O)NC(=S)NC(C)C)cc1 | 2
Cc1nc(CC(=O)Nc2ccc(C)c(C)c2)cs1 | 4
COc1ccc(CCNC(=O)Cn2cc(C(=O)c3ccc(Cl)cc3)c(=O)c3ccc(C)nc32)cc1OC | -10
CC(=O)Nc1ccc2cc([N+](=O)[O-])ccc2c1 | 3
C/C(=N\N1CCN(C2c3ccccc3-c3ccccc32)CC1)c1ccncc1 | 2
COc1ccc(OC)c(NC(=O)CN(C)S(=O)(=O)c2ccc3[nH]c4c(c3c2)CCCC4)c1 | 5
CCc1c(C)sc(NC(=O)c2ccncc2)c1C(=O)NC1CCCC1 | 3
O=C(Nc1ccccc1Cl)c1cc2c(-c3ccccc3)nn(-c3ccccc3)c2s1 | 7
O=C(Nc1nc2c(Cl)cccc2s1)C1CCCCC1 | -8
COc1ccc(OC)c(NS(=O)(=O)Cc2ccccc2C)c1 | 10
CCN1CCN(C(=O)c2ccc3c(c2)N(Cc2ccccc2)C(=O)c2ccccc2S3=O)CC1 (configuration not stated) | -6
CCOC(=O)C1C(CS(=O)(=O)c2ccc(OC)c(Cl)c2)=NC(=O)NC1c1cccc(OC)c1 (configuration not stated) | -16
COCc1[nH]nc2c1C(c1ccc(OC)c(OC)c1)C(C#N)C(=N)O2 (configuration not stated) | 0
Cc1cc2nc3ccc(N(C)C)cc3nc2cc1N | -13
COc1ccc(CC(=O)N/N=C(\c2ccccc2)c2ccncc2)cc1 | -6
COc1ccc(C)cc1NC(=O)c1nnn(Cc2cccc(Br)c2)c1N | 0
COC(=O)C1=C(C)N=C(C)C(C(=O)OC)C1c1ccc(-c2cccc(Cl)c2)o1 (configuration not stated) | 5
CC(=O)Nc1c(-c2ccco2)nc2ccccn12 | -6
N=C1S/C(=C\c2ccc(-c3cc(Cl)c(Cl)cc3Cl)o2)C(=O)N1c1ccc(F)cc1 | 5
NS(=O)(=O)c1ccc(NC(=O)CSc2ccc3ccccc3n2)cc1 | 4
CCc1ccc(OCC(=O)Nc2ccc(Br)cc2F)cc1 | -1
N#Cc1ccccc1S(=O)(=O)N1CCC(Oc2ccc(-n3cnnn3)cc2)CC1 | 0
CCCN1CC=C2C(C#N)C(=N)C(C#N)(C#N)C(c3ccncc3)C2C1 (configuration not stated) | -4
COc1ccccc1CNC(=O)c1ccc2c(c1)sc1nc(-c3ccc(F)cc3)cn12 | 2
C=CCSc1ncnc2c1sc1nnc(-c3ccccc3)c(-c3ccccc3)c12 | 2
Cc1n[nH]c(=O)c2c(-c3ccccc3)n(-c3ccc(Br)cc3)nc12 | 5
COc1ccc(-c2ccc3c4ccccc4cc-3o2)cc1 | -8
O=C(N/N=C/c1ccc(OCc2cccc3ccccc23)cc1)c1ccc([N+](=O)[O-])cc1 | 4
Cc1c(Cl)cccc1NC(=O)C(C)n1nc(C)c2c(C)n(-c3ccccc3)nc2c1=O (configuration not stated) | -11
COc1ccccc1Cn1cc(C(=O)c2ccc(Cl)cc2)c(=O)c2cc3c(cc21)OCCO3 | 7
Cc1ccccc1N1CCN(CCN2C(=O)CC(=C3c4ccccc4-c4ccccc43)C2=O)CC1 | -12
COc1ccc(CNC(=O)c2ccc(-c3nc(CSc4ccc(C)cc4)c(C)o3)cc2)c(OC)c1 | -11
Cn1cc(Br)c(C(=O)NCc2ccc(F)cc2)n1 | 6
O=C1N=c2ccccc2=C1N=Nc1nc(Nc2ccccc2)c(Nc2ccccc2)s1 | -2
CCCOc1ccccc1C1NC(=O)N=C(C)C1C(=O)OCCSC (configuration not stated) | 1
COC(=O)c1ccccc1NC(=O)COc1ccc(C)cc1 | -5
N#Cc1cccc(Oc2cccc3cccnc23)c1C#N | -5
O=S1(=O)CC2C(C1)N(c1ccc(Br)cc1)C(=S)N2c1ccccc1 (configuration not stated) | 3
O=C(/C=C/c1cccs1)Nc1ccc(Br)cc1F | -7
CN(Cc1cnn(C)c1)Cc1cnc(Nc2cccc(Cl)c2)s1 | 4
Cc1ccc(CNC(=O)C2CCCN(c3nnc(-n4c(C)ccc4C)s3)C2)cc1 (configuration not stated) | 4
COC(=O)c1c(NC(=O)c2ccccc2)sc(C(=O)Nc2ccc(C)cc2C)c1C | -8
CCCc1cc(C(=O)NNC(=S)NCC(C)C)cs1 | -2
CCCN1CCC(=NNC(=O)c2ccc([N+](=O)[O-])cc2)CC1 | 8
Cc1ccc(NC(=O)CN2C(=O)N=C(Cc3ccc(-c4ccc(F)cc4)o3)C2=O)cc1 | 3
COc1cccc(OC)c1-c1cnnc(NCc2ccncc2)n1 | 2
COc1cc(CN(C(=O)Nc2cccc(Cl)c2)c2ccccn2)cc(OC)c1OC | 3
Brc1cc2c(cc(Br)c3ccccc32)s1 | -8
COC(=O)CN(C)C(=O)CC1C(=O)NCCN1Cc1ccccc1C(F)(F)F (configuration not stated) | 9

Seven compounds from above, sorted by the number in ROC1-CUL1 inh, largest number first:
Structure,ROC1-CUL1 inh
CCCN1CCC(=NNC(=O)c2ccc([N+](=O)[O-])cc2)CC1,8
Cn1cc(Br)c(C(=O)NCc2ccc(F)cc2)n1,6
CN(Cc1cnn(C)c1)Cc1cnc(Nc2cccc(Cl)c2)s1,4
O=S1(=O)CC2C(C1)N(c1ccc(Br)cc1)C(=S)N2c1ccccc1 (configuration not stated),3
CCc1ccc(OCC(=O)Nc2ccc(Br)cc2F)cc1,-1
CCCc1cc(C(=O)NNC(=S)NCC(C)C)cs1,-2
COc1ccc(-c2ccc3c4ccccc4cc-3o2)cc1,-8

(cont.)
Structure	ROC1-CUL1 inh
Cc1cccc(NC(=O)Cn2c(=O)n(Cc3ccc4c(c3)OCO4)c(=O)c3ccccc32)c1	-5
Cc1ccc(S(=O)(=O)Oc2cccc(-c3cnc4ccccc4n3)c2)cc1	-3
CN(C)C(=O)CSc1nc2ccccc2n1C(=O)c1ccc(Cl)cc1	-6
Cc1ccccc1C(=O)N1CCC(N2CCN(Cc3ccc(F)cc3)C(=O)C2=O)CC1	-5
Cc1cccc(N2CCN(C(=O)c3nn(C)c4c3CS(=O)(=O)c3ccccc3-4)CC2)c1C	5
CCCCC1=NN2C(=N)/C(=C/c3cc(C)n(-c4cccc(Br)c4)c3C)C(=O)N=C2S1	17
COc1cccc(-n2c(-c3ccco3)nc3c(cnn3-c3ccc(C)cc3)c2=O)c1	0
COc1ccc(-c2nc(S(=O)(=O)c3ccc(C)cc3)c(NCc3ccccc3)o2)cc1	5
CC1=NC(=O)CC(c2ccccc2C(F)(F)F)C1C(=O)OC1CCCC1 (configuration not stated)	-3
COc1ccc(OCc2cc(C(=O)N3CCCC3)n[nH]2)c(Cl)c1	6
CC(=O)C1C(=O)Oc2cc(C(C)(C)C)n(-c3ccccc3)c(=O)c2C1=O (configuration not stated)	-2
CC1=NC(C)=C(C#N)C(c2ccc([N+](=O)[O-])o2)C1C#N (configuration not stated)	-6
COc1ccc(NCc2cccn2-c2nnc(N3CCCCCC3)s2)cc1	1
O=C(Nc1nc2n(n1)C(c1ccccc1)CC(c1ccccc1)=N2)c1ccc(Cl)c([N+](=O)[O-])c1 (configuration not stated)	0
CCCCN(C)C(=O)Cn1c(C2CC(=O)N(c3ccc(C)cc3)C2)nc2ccccc21 (configuration not stated)	0
Cc1ccc(C)c(N2CCN(S(=O)(=O)c3ccc(-c4coc(C)n4)cc3)CC2)c1	0
Cc1cc(C)n(CCC(=O)N2CCc3c(cnc(C)c3CNS(=O)(=O)c3cccs3)C2)n1	-6
CN(C)CCNCc1cccc(Cl)c1	-1
Cc1nn(Cc2cccc(F)c2)c(C)c1NC(=O)c1ccc(COc2ccccc2Cl)cc1	-3
COc1ccc(-c2noc(-c3ccc(N4CCCCC4)c([N+](=O)[O-])c3)n2)cc1	6
COc1ccc(-n2c(SCC(=O)O)nc3sc4c(c3c2=O)CCC4)cc1	3
CCOC(=O)C1CCN(C(=O)Cn2nc(C)n3c(cc4cc(F)ccc43)c2=O)CC1	5
COC(=O)c1[nH]c2c(c1C)C(=O)CC(c1ccccc1Cl)C2 (configuration not stated)	0
C=CCNC(=O)COc1ccccc1C(C)(C)C	-3
Cc1cc(C(=O)N2CCCC(CCc3c(F)cccc3F)C2)nc(C)n1 (configuration not stated)	-10
Nc1c(Cl)c(Cl)c(Cl)c(Cl)c1C(=O)O	12
c1ccc(-c2csc(-c3c[nH]c4ccccc34)n2)cc1	6
COc1ccc(/C=C2\SC(=Nc3ccccc3C)N(c3ccccc3C)C2=O)c(OC)c1	3
O=C(Nc1ccccc1)Nc1ccc(Br)c(Cl)c1	4
CC(C)(c1ccccc1)c1ccc(OCC(=O)NCc2ccco2)cc1	1
CC1CCc2onc(C(=O)N3CCN(c4cccc(Cl)c4)CC3)c2C1 (configuration not stated)	1
Fc1ccc(N=Cc2nc3ccccc3n2Cc2ccc(Cl)cc2)cc1	-6
Cc1ccc(C)c(NC(=O)c2nn(C)c3c2CS(=O)(=O)c2ccccc2-3)c1	-9
COC(=O)CC1c2cc(OC)c(OC)cc2CC(=O)c2cc(OC)c(OC)cc21 (configuration not stated)	-2
COc1ccc(N2CC3=C(C2=O)C(c2ccc(O)c(OC)c2)NC(=O)N3C)cc1 (configuration not stated)	-12
CS(=O)(=O)N1CCN(c2ccccc2NC(=O)c2ccco2)CC1	5
NC(=O)C1(N2CCCCC2)CCN(CC(=O)Nc2ccc(Oc3ccccc3)cc2)CC1	5
COc1cc(NC(=O)c2cnn(-c3cccc(F)c3)c2C2CCNCC2)cc(OC)c1OC	-7

Some of these compounds in order of count of non-hydrogen atoms, high to low.
Structure	ROC1-CUL1 inh
Cc1cccc(NC(=O)Cn2c(=O)n(Cc3ccc4c(c3)OCO4)c(=O)c3ccccc32)c1	-5
COC(=O)CC1c2cc(OC)c(OC)cc2CC(=O)c2cc(OC)c(OC)cc21 (configuration not stated)	-2
Cc1ccc(C(=O)NC(=S)NC(C)C)cc1	2

Only part of the results is shown, so the mix of outcomes need not match the whole.
